From PubChem BioAssay
CHRM4 antagonist: human M4 muscarinic receptor antagonists, primary screen, CHO cells, Fluo-8 calcium fluorescence; Muscarinic acetylcholine receptor M4 (Homo sapiens), P08173; CHO-hM4 cells, ACh EC80; inhibition, % at 3 µM; actives 0.73% (n = 360,000); AID 624125, 2012;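 active = inhibition above its plate's cutoff, the mean inhibition of sample wells plus 3 SD, cut at about 27% in these data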;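 also: 0% = acetylcholine EC80 with DMSO and 100% = DMSO without agonist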
Target sequence (P08173 whole entry, looked up): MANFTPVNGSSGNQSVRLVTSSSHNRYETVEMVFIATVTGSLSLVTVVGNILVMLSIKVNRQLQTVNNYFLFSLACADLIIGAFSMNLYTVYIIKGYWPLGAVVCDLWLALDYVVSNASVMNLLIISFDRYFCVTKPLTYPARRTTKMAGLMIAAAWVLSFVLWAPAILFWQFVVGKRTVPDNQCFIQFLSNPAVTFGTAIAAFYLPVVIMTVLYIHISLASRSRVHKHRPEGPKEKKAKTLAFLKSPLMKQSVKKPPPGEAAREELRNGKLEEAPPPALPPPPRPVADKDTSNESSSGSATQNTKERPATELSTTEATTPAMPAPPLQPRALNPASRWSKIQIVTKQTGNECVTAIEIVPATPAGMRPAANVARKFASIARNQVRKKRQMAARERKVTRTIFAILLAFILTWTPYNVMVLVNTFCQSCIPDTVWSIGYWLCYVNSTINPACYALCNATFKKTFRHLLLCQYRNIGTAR
IDE inh: human IDE inhibitors in live cells, primary screen, fluorescence polarization, HEK cells, FAbetaB substrate. actives 0.41% (n = 320,000). Insulin-degrading enzyme (Homo sapiens), P14735. inhibition, % at 5.59 µM. FAbetaB cleavage;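 active = percent inhibition above the average of all tested compounds plus 3 SD, set per screening campaign, cut at about 16% in these data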;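 also: IDE supplied by intact live HEK cells; FP after avidin binding of uncleaved biotin substrate so inhibition keeps polarization high; 0% = DMSO wells and 100% = 60 µM reference IDE inhibitor Ii1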
CHRM4 agonist: human M4 muscarinic receptor agonists, primary screen, CHO-K1 cells, Fluo-8 calcium fluorescence; actives 0.14% (n = 360,000); AID 624127, 2012; activation, % at 3 µM; CHO-K1 hM4/Gqi5; vehicle 0%, full acetylcholine response 100%;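 active = activation above the run mean over all test wells plus 3 SD, cut at about 32% in these data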;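 also: peak over basal fluorescence ratio per well then scaled between controls; 0% = DMSO wells and 100% = acetylcholine at EC100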
CHRM5 PAM: human M5 muscarinic receptor positive allosteric modulators, primary screen, CHO-K1 cells, Fluo-8 calcium fluorescence | actives 0.3% (n = 360,000) | activation, % at 3 µM | CHO-K1 hM5, ACh EC20 PAM; 0% = ACh EC20, 100% = ACh EC100 | Muscarinic acetylcholine receptor M5 (Homo sapiens), P08912;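 active = activation above the run cutoff, the mean activation of all test compounds plus 3 SD, cut at about 18% in these data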
Target sequence (P08912 whole entry, looked up): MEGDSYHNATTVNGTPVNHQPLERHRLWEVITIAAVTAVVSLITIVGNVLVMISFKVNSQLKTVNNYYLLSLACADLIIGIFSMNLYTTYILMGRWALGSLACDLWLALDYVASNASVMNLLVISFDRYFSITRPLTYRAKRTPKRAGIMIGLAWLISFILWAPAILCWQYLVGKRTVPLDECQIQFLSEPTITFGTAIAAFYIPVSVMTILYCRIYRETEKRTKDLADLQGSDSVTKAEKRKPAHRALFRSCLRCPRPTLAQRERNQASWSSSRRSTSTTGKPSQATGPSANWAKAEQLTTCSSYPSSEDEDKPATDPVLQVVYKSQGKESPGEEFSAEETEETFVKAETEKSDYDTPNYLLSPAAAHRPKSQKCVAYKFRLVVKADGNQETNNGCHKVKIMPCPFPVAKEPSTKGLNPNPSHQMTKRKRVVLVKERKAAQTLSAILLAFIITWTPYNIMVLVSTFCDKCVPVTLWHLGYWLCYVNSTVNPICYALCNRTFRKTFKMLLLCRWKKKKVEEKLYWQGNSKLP
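Probe or stimulus: acetylcholine, EC20 level; Assay system: human M5 receptor in CHO-K1 cells; Schedule: compound preincubation 140 s before EC20 acetylcholine addition; Technique: intracellular calcium via Fluo-8 fluorescence; Dosing: single-point, 3 µM nominal; Read-out basis: percent activation from peak-over-basal fluorescence ratio, scaled EC20-to-EC100 acetylcholine; Repeats: one well per compound, no replicates.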
CRFR2-BP ag: agonists of CRF-BP/CRF-R2 complex, primary screen, cell-based, HEK293, calcium dye fluorescence, uHTS; CRF-binding protein / CRF receptor 2 complex (human); calcium dye fluorescence (FLIPR); percent of saturating CRF peptide response; activation, % at 13.2 µM; actives 0.46% (n = 350,000); AID 588473, 2011;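 active = activation of at least 50%, plus an integration ratio under a set limit after plate pattern correction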;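 also: plate controls were neutral control wells without compound for no effect and CRF at EC100 for full effect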
M5 antag: human M5 muscarinic receptor antagonists, primary screen, CHO cells, Fluo-8 calcium fluorescence. Muscarinic acetylcholine receptor M5 (Homo sapiens), P08912. CHO-hM5 cells, ACh EC80. inhibition, % at 3 µM. actives 0.59% (n = 360,000). AID 624040, 2012;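 active = inhibition above a per-plate cutoff, the mean of that plate's test compounds plus 3 SD, cut at about 27% in these data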;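 also: 0% = acetylcholine EC80 with DMSO and 100% = DMSO without agonist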
CRFBP-R2 block: antagonists of CRF-BP/CRF-R2 complex, primary screen, cell-based, HEK293, calcium dye fluorescence, uHTS; actives 0.59% (n = 350,000); CRF-induced calcium fluorescence; inhibition, % at 11.8 µM; AID 588475, 2011;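 active = inhibition of the ligand-induced calcium signal above about 50% at the single tested concentration, limit read from the data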
M4 PAM: human M4 muscarinic receptor positive allosteric modulators, primary screen, CHO-K1 cells, Fluo-8 calcium fluorescence; CHO-K1 hM4/Gqi5, ACh EC20; 0% = ACh EC20, 100% = maximal ACh; actives 0.4% (n = 360,000); activation, % at 3 µM; AID 624126, 2012;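 active = activation above its plate's cutoff, the mean activation of sample wells plus 3 SD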; also: some results filed as inactive read as strong as hits
M5 ag: human M5 muscarinic receptor agonists, primary screen, CHO-K1 cells, Fluo-8 calcium fluorescence. Muscarinic acetylcholine receptor M5 (Homo sapiens), P08912. actives 0.19% (n = 360,000). activation, % at 3 µM. CHO-K1 hM5 cells; 0% DMSO wells, 100% maximal acetylcholine response;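 active = activation above the run's mean over test compounds plus 3 SD, cut at about 23% in these data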;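 also: signal is peak over basal fluorescence ratio across the kinetic read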
Active calls of the source: *; . = not tested or not shown.

SMILES	CHRM4 antagonist	IDE inh	CHRM4 agonist	CHRM5 PAM	CRFR2-BP ag	M5 antag	CRFBP-R2 block	M4 PAM	M5 ag
C[C@@H](C(=O)NCCc1c[nH]c2ccccc12)[C@H]1C[C@]1(C)[C@H](NC(=O)OCc1ccccc1)c1ccccc1	-2.9	0.6	5.1	1.2	-1.4	-4.0	13.6	-4.7	-1.1
NC(=O)C1CCN(CC(=O)Nc2ccc3c(c2)OCO3)CC1	0.7	.	0.5	0.5	-0.8	-4.2	-12.8	-2.7	0.2
O=C(Cc1ccccc1)c1c[nH]c(C(=O)O)c1	2.9	10.3	1.0	-8.8	-0.6	20.4	-4.1	4.8	-3.1
CCC1(C)Cc2c(C#N)c(SC)nc(N3CCOCC3)c2CO1 (stereo not given)	3.5	1.3	-1.7	-2.0	-1.1	13.4	-5.5	2.5	-0.8
O=C(CNC(=O)c1ccco1)OCC(=O)c1ccc(Cl)cc1	3.7	1.1	0.7	3.0	0.8	-9.3	-4.0	-3.6	2.5
COc1ccc(-c2ccc(Nc3ccc(S(=O)(=O)N4CCCC4)cc3)nn2)cc1OC	-0.3	3.8	15.9	-13.7	1.1	12.2	-28.6	-8.0	-0.8
CN(Cc1ccsc1)C(=O)CCc1nnc(Cc2c[nH]c3ccccc23)o1	4.0	-1.7	1.2	2.0	0.7	1.3	19.5	9.3	-0.2
Cc1ccc(CC(=O)NCC(C)C)cc1	4.8	1.5	2.3	-1.7	2.3	2.4	8.7	14.0	1.5
CC(C)(C)[C@H]1COC(=O)CCC/C=C/C[C@H](CC(=O)N(CCO)Cc2ccccc2)C(=O)N1	1.6	0.6	-0.5	2.9	-1.9	3.3	0.8	10.0	0.6
OC(CN1CCN(c2ccccc2)CC1)c1c[nH]c2ccccc12 (stereo not given)	11.6	-3.3	2.6	0.1	-1.9	-6.0	-7.8	2.0	-3.1
O=C(NC(=S)NCC1CCCO1)c1ccco1 (stereo not given)	8.3	-1.5	-0.8	3.2	1.5	13.9	0.7	-2.9	-0.3
COc1ccc(C2CC(c3c(Cl)cccc3Cl)n3nc(N)nc3N2)cc1 (stereo not given)	-13.7	2.5	5.0	-1.1	7.2	-1.3	32.5	5.6	-1.5
Cc1cc(C)n(C(=O)c2ccc(C)c(Br)c2)n1	8.0	1.7	7.4	-4.1	-3.3	7.1	3.5	-7.7	0.7
Brc1ccc(-c2cnc(-c3cccs3)o2)cc1	-22.8	2.9	-1.1	-2.0	6.6	-1.0	-33.8	16.8	-2.3
Cc1ccc(Cn2nc(C)c(NC(=O)CSc3nc4c(c(C(F)(F)F)n3)CCc3ccccc3-4)c2C)cc1	-3.6	0.1	1.2	-2.8	2.2	-0.3	1.5	2.2	0.2
O=C(NCCCc1ccccc1)C(=O)NCC1OCCN1S(=O)(=O)c1cc(F)ccc1F (stereo not given)	0.5	-3.0	5.1	-0.6	-3.4	8.4	-4.0	-0.8	1.3
CN1CCN(C(=O)c2ccc(CSc3nc4ccncc4n3Cc3ccc(F)cc3)cc2)CC1	3.4	-1.7	0.6	-3.2	-5.2	4.0	-1.9	-5.9	-4.7
Cc1cc(=O)oc2cc(OCC(=O)OCC(=O)NC(=O)NC(C)C)ccc12	5.2	-1.2	1.3	-1.0	3.0	9.8	3.8	-7.9	0.2
CCOc1ccc2nc(SCC(=O)N(C)C3CCS(=O)(=O)C3)[nH]c2c1 (stereo not given)	2.4	0.0	1.1	0.8	0.0	-4.2	-11.9	2.7	-5.5
CCOC(=O)C1(Cc2ccc(OC)cc2)CCN(C(=O)c2cc3ccccc3[nH]2)CC1	0.8	3.6	0.2	0.2	1.1	6.2	-7.5	-5.5	-2.8
COc1ccc(-c2nn(CCC#N)cc2C=C(C#N)C#N)cc1	1.9	2.3	1.2	-2.2	-1.4	10.5	12.8	4.6	-4.8
CCOc1ccc2nc(SCC(=O)N3c4ccccc4Sc4ccccc43)c(C#N)cc2c1	-3.8	7.9	1.6	-9.0	2.6	10.3	29.9	4.9	-0.5
CCOC(=O)Cc1csc(NC(=O)c2ccc(C)cc2)n1	-3.6	-7.8	5.6	4.0	-2.0	3.1	0.1	-0.3	2.6
O=C(NCc1ccccc1)c1c[nH]c2ccccc2c1=O	0.4	-3.5	1.9	-3.3	-1.5	1.4	0.4	-0.5	-2.1
CCOC(=O)COc1ccc2nsnc2c1Cl	3.1	1.8	-0.2	-0.2	-0.6	12.4	12.7	5.2	-2.2
CCCCN(C(=O)c1cccc(S(=O)(=O)N2CCOCC2)c1)c1c(N)n(CCC)c(=O)[nH]c1=O	8.4	-8.2	0.0	1.8	-0.5	4.5	-2.8	-1.7	-0.4
Cc1ccc(NC(=O)c2ccc(NCCN)c([N+](=O)[O-])c2)cc1Cl	7.3	1.2	2.2	1.0	-1.6	0.2	-26.2	1.6	-0.8
CN(C)CCCn1c(=O)n(Cc2ccccc2)c(=O)c2c3c(sc21)CCCCC3	-3.8	3.6	8.2	2.0	-0.5	5.5	-14.8	-7.7	-1.6
CC1CCCC(C)N1CCNC(=O)C1CCN(S(=O)(=O)N2CCCCC2)CC1 (stereo not given)	-5.4	3.8	0.0	1.1	-0.3	-3.1	9.9	0.5	-3.8
NNC(=O)c1cccc(S(=O)(=O)Nc2cc(Cl)ccc2Cl)c1	0.4	1.7	0.0	-3.9	-1.4	8.5	8.8	-11.3	-0.9
O=C(NC(=S)N1CCCc2ccccc21)c1ccc(Br)cc1	-5.0	9.6	0.3	1.2	0.3	0.1	2.8	8.1	-1.3
COc1ccc(N(CC(=O)NCC2CCCO2)C(=O)CCC(=O)Nc2cc(C)on2)cc1OC (stereo not given)	4.2	-7.3	1.0	-1.3	-0.6	12.8	10.3	4.1	-2.9
CCOc1ccc(Br)cc1C(=O)N/N=C/c1c[nH]c2ccccc12	11.4	-2.3	1.9	-1.0	0.2	6.7	-5.0	-1.8	-2.8
COc1cc(C=CC(=O)N2CCN(CC(=O)N3CCCC3)CC2)cc(OC)c1OC	8.6	.	-0.1	-0.5	-0.3	2.4	-6.2	-7.8	1.7
CC(C)(C)c1nn(-c2ccccc2)c2[nH]c(=O)c(CNc3ccc4c(c3)OCCO4)cc12	11.5	3.3	-1.8	0.2	0.1	3.0	-13.6	-2.5	1.0
CNC(=O)NC(=S)NC(=O)c1ccccc1Cl	8.8	2.4	0.4	3.0	-1.3	1.9	-2.0	-0.3	2.3
O=C(COc1ccc(Cl)cc1Br)NNC(=O)C(=O)N1CCCCC1	8.9	4.5	0.4	-3.9	0.7	13.7	-4.5	-2.9	1.1
Cc1cc(C(=O)NCCc2ccc(Cl)cc2)c(C)o1	0.7	-1.1	0.2	-2.0	-0.8	4.1	2.2	0.1	-3.4
COc1ccc(-c2nn(-c3ccccc3)cc2C(=O)N(C)C)cc1	7.6	3.7	2.5	1.0	-1.0	4.5	-3.7	-6.0	-4.0
O=C(COC(=O)Cc1ccc(F)cc1)NC1CCS(=O)(=O)C1 (stereo not given)	2.6	6.1	0.4	11.8	2.9	-12.2	-4.1	2.8	1.6
Cc1ccc(Cn2nc(-c3ccccc3)nc2-c2ccccc2)cc1	0.6	1.7	-1.6	1.6	2.2	-0.7	20.7	-2.3	-1.1
Cc1ccc(C)c(S(=O)(=O)N2CCCCC2CCNC(=O)C(=O)NCc2cccnc2)c1 (stereo not given)	-5.6	-1.5	2.4	-2.5	-3.1	6.6	-2.9	6.3	-2.6
CCN(Cc1ccccc1)C(=O)Cn1c(=O)n(CC(=O)NCc2ccco2)c(=O)c2sccc21	-2.5	-2.6	0.4	-1.0	-0.7	-1.5	-6.3	0.6	-0.5
CCc1c(C)nc2ncnn2c1N1CCCC(C(=O)NCCc2ccc(OC)cc2)C1 (stereo not given)	5.8	-2.1	-1.5	-2.6	-0.2	7.4	-5.0	-0.6	-0.4
c1ccc(-n2nnc3cnccc32)cc1	-0.1	7.0	0.2	5.9	-1.9	-1.0	6.0	2.0	-6.7
CN(C)c1cccc(C(=O)NNC(=O)/C=C/c2cccs2)c1	4.8	-1.9	0.2	-0.5	1.1	-0.6	11.2	5.4	-1.5
O=C(NC(=S)N(CCO)Cc1ccccc1)c1ccc(F)cc1Cl	5.4	0.2	0.8	-1.0	-4.1	7.2	4.2	1.8	-2.9
COc1ccc(C(=O)Nc2ccc3c(c2)OCCO3)cc1S(=O)(=O)N1CCOCC1	-10.1	3.4	3.5	0.3	-1.3	-17.1	8.2	7.8	1.6
COc1ccc(CCNC(=O)C2=CC=CN3CCS(=O)(=O)N=C23)cc1	11.0	4.1	0.0	-2.9	0.9	13.6	3.1	-1.8	0.1
CC1CCCN(C(=O)C2c3ccccc3C(=O)N3CCc4ccccc4C23)C1 (stereo not given)	0.2	0.4	-0.8	15.3	0.1	-8.8	-4.4	11.7	-1.8
NC(c1csc(NC(=O)Nc2ccccc2)n1)C1CCCCC1 (stereo not given)	-1.2	.	10.2	-4.2	.	4.5	.	2.3	3.5
CC(=O)C1=C(O)C(=O)N(CCO)C1c1ccccc1 (stereo not given)	10.7	-1.7	0.2	-5.2	-0.4	5.4	7.5	-10.0	-0.1
O=C(O)c1cnn(-c2nc(-c3ccc(F)cc3)cs2)c1C(F)(F)F	-6.0	-1.6	-0.2	4.1	0.6	-6.4	24.1	23.4*	-2.7
CCN(C(=O)CSc1nnc(SC(C)C)s1)C1CCS(=O)(=O)C1 (stereo not given)	5.0	-1.9	-0.1	7.7	-1.1	3.9	-5.2	2.4	3.8
O=C1C(=O)N(CCCO)C(c2ccccc2)/C1=C(\O)c1ccc(Br)cc1 (stereo not given)	3.5	0.4	0.6	5.7	-0.9	1.5	18.3	-1.0	0.5
CC(NC(=O)C1(C)CC1(Br)Br)C(C)(C)C (stereo not given)	-9.3	2.6	0.0	-3.6	-0.1	7.0	-7.7	3.9	-4.0
Cc1cc(OC(C)C(=O)NCC2CCCO2)cc(C)c1Cl (stereo not given)	5.0	-6.2	1.0	0.5	-0.5	1.9	-2.3	-3.1	-4.1

Random excerpt: 2 records from the list, in no set order.
SMILES	CHRM4 antagonist	IDE inh	CHRM4 agonist	CHRM5 PAM	CRFR2-BP ag	M5 antag	CRFBP-R2 block	M4 PAM	M5 ag
CC(NC(=O)C1(C)CC1(Br)Br)C(C)(C)C (stereo not given)	-9.3	2.6	0.0	-3.6	-0.1	7.0	-7.7	3.9	-4.0
Cc1cc(OC(C)C(=O)NCC2CCCO2)cc(C)c1Cl (stereo not given)	5.0	-6.2	1.0	0.5	-0.5	1.9	-2.3	-3.1	-4.1
